p53ts 39C tox: cytotoxicity in p53ts cells at nonpermissive temperature; H1299-p53A138V viability at 39C, ATP luminescence, 24 h; Potency, µM (titrated, usually from 46.1 µM), inactives show at the top dose activity change, negative = cell killing, usual class: cytotoxic; hit rate 1.5% among 130,000; AID 902; note: nearly all actives have a fitted effect of over 55% in size
p53ts 32C kill: cytotoxicity in p53ts cells at permissive temperature | hit rate 0.93% among 130,000 | AID 924 | Potency, µM (top dose mostly 46.1 µM), without a hit: at the top dose activity change, negative = cytotoxicity, hits mostly cytotoxic | H1299-p53A138V at 32C, ATP luminescence viability, 24 h;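 note: 0% = DMSO and -100% = full killing by reference compound; nearly all actives have a fitted effect of over 55% in size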
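ATP-content luminescence (ATPlite) read-out after 24 h compound exposure at 32C in H1299-p53A138V cells (600/well). Tested up to 46 uM. Normalized to DMSO (0%) and 100 uM tamoxifen (100% killing); Hill-fit AC50.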
Imprint erasure: inducers of genomic imprint erasure in mouse ES cells; mouse ES Peg3-LacZ reporter, beta-gal luminescence, 40 h; Potency, µM (highest dose often 60.7 µM), for inactives: top-dose activity change, positive = activation, hits mostly activators; hit rate 0.02% among 110,000;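 note: 0% = negative control wells on the plate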
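Gelatin-coated wells received 300 freshly trypsinized female ES cells with a Peg3LacZ-Neo reporter on the maternal allele, then incubated 40 hours at 37C. BetaGlo was added for 5 minutes at room temperature before a single luminescence read.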
IkB sig inh: suppresses IkB signaling in ABC-DLBCL reporter cells | hit rate 0.04% among 110,000 | ABC-DLBCL IkBa-CBG/CBR dual luciferase ratio, 4 h; response scale: scaled: untreated 0%, proteasome inhibitor 100% | Potency, µM (series often up to 57.1 µM), for the others: at the top dose IkBa stabilization activation; active = well fitted curve in the direction sought with a large enough effect in the signal ratio, not every such curve was filed as active; inconclusive = small, poorly fitted or top-dose-only effect, or a change in a side signal; the % refers to the signal ratio;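 note: the direction sought is a rising ratio; 0% = basal untreated cells and 100% = reference inhibitor full response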
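Luminescence ratio of IκBα-fused green versus native red beetle luciferase in OCI-Ly3 cells, 4 h post-doxycycline with compound; red signal alone, scaled from basal (0%) to zero light (-100%), flagged nonspecific or cytotoxic effects.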
Starred values were filed as active, the others as inactive; ? = inconclusive; . = not tested or not shown; [ ] = dose if it differs, or a comment. Unless noted, calls come from the whole dose curve; as a rule, active = well fitted curve in the direction sought with a large enough effect; inconclusive = small, poorly fitted or top-dose-only effect, or another doubt; inactive = no such curve, though single readings can be large; an effect the other way counts as inactive or inconclusive. Unless noted, % is set by controls: 0 for no effect and ±100 for the full control effect; potency is the fitted concentration of half-maximal effect.

| Compound | p53ts 32C kill | p53ts 39C tox | Imprint erasure | IkB sig inh |
| --- | --- | --- | --- | --- |
| CCCCn1cnc2c(c(CC#N)nn2-c2ccccc2)c1=N | -9%[9.22 µM] | -5%[9.22 µM] | -6%[10.9 µM] | -4.1%[11.4 µM] |
| CCOC(=O)N1CCC(N(C(=O)Nc2ccc(CC)cc2)C(C)CC)CC1 (stereo not drawn) | -1% | 7% | -14% | -0.8% |
| CCCCSc1nnc(-c2ccc(C)cc2)o1 | -29% | -12% | -30%[inhibitor] | ? |
| CC(=O)c1ccc(Cc2cnc(N)s2)cc1 | -6% | -3% | -6% | 1.9% |
| O=C(O)C1CC=CCC1C(=O)Nc1ccccc1Cl (stereo not drawn) | 8% | 3% | 0% | 1.2% |
| COc1ccccc1NC(=O)C1CCCN1C(=O)NCc1ccccc1 (stereo not drawn) | -4% | -3% | -6% | 2.2% |
| CCOC(NC(=O)c1ccccc1)C(NC(=O)c1ccccc1)OCC (stereo not drawn) | 1% | 10% | 5% | 0.0% |
| O=C(CCc1nc2ccccc2s1)N1CCN(S(=O)(=O)c2cccs2)CC1 | -5% | 1% | -8% | ? |
| COc1ccccc1N1CCN(C(=O)c2nn(C)c3c2CS(=O)(=O)c2ccccc2-3)CC1 | -12% | ? | -13%[10.9 µM] | ? |
| CC12CN3CC(c4ccccc4)(CN(C1)C3c1ccc(Cl)cc1)C2=O (stereo not drawn) | -7% | -9% | -7%[10.9 µM] | 2.8% |
| CCOc1ccc(NC(=O)N2CCN3CCCCC3C2)cc1 (stereo not drawn) | -7% | -8% | 5%[10.9 µM] | 2.0% |
| O=C(c1cc2cc3ccc(Cl)cc3nc2o1)N1CCN(Cc2ccc3c(c2)OCO3)CC1 | 7% | -16% | -5% | -2.0% |
| CCC(C)(C(=O)NC1CCCCC1)N(Cc1ccco1)C(=O)CC1NC(=O)NC1=O (stereo not drawn) | 4% | -7% | -7% | -1.3% |
| Cc1ccc(N2C(N)=C(C#N)C(c3cccnc3)C3=C2CC(C)(C)CC3=O)cc1 (stereo not drawn) | 12% | 6% | 0% | 26% |
| O=[N+]([O-])c1ccc(C2=Nn3c(nnc3-c3ccc(Cl)cc3)SC2)o1 | -7%[9.22 µM] | 8%[9.22 µM] | -19%[10.9 µM] | 16%[11.4 µM] |
| c1ccc2[nH]c(SCc3cscn3)nc2c1 | -10% | -5% | -38%[inhibitor] | -0.2% |
| Cc1cc(N2CCN(C)CC2)nc2ccc(NC(=O)CCC(=O)NCCC3=CCCCC3)cc12 | 0% | 1% | -1% | -0.5% |
| O=C(c1ccco1)N1CCC2(CC1)CCN(c1ccccc1)CC2 | -4% | -17% | . | 1.2%[11.4 µM] |
| CCC1CCCCN1CCCNC(=O)CNC(=O)Cn1ccc2ccccc2c1=O (stereo not drawn) | -4% | 6% | -15% | 2.3% |
| CN(C)C(=O)c1ccc(-c2cncnc2NCc2cccnc2)cc1 | 6% | -4% | -14% | 1.3%[11.4 µM] |
| COc1ccc2c(Sc3ccc(C)cc3)c(C(=O)NCc3ccc(F)cc3)[nH]c2c1 | 3% | 1% | 7%[10.9 µM] | -1.9% |
| COc1ccccc1NC(=O)c1cnn(-c2ccccc2)c1-n1cccc1 | 3% | -8% | -11%[10.9 µM] | ? |
| Cc1ccc(S(=O)(=O)Nc2ccc(S(=O)(=O)N3CCCC3)cc2)cc1 | 7% | -15% | -12% | 3.5% |
| CCC1CCCCN1C(=O)COC(=O)c1ccc(S(=O)(=O)N2CCOCC2)cc1 (stereo not drawn) | 1% | 3% | -8% | 0.8% |
| Cc1ccc(OCCSc2nnc(-c3cccs3)n2C)cc1 | 8% | 18% | . | . |
| Cc1ccc(CNC(=O)c2nnc(Cc3ccc(Cl)cc3)o2)cc1 | 2% | -25% | 7%[10.9 µM] | 1.3% |
| O=C(CCC(=O)N1CC2CCCN2c2ccccc21)NCc1ccc(F)cc1 (stereo not drawn) | 3% | 2% | -9%[10.9 µM] | ? |
| COCCCNC(=O)C1CCN(c2nnc(-n3cccc3CNc3ccc(C)cc3)s2)CC1 | -5% | -19% | -13%[10.9 µM] | ? |
| Cc1cc(=O)oc2cc(OCC(=O)OCC(=O)N3CCc4ccccc43)ccc12 | -6% | 10% | 0% | 0.7% |
| CCCN1Cc2cccc(C(=O)Nc3cc(OC)cc(OC)c3)c2C1=O | 15% | 16% | -8% | -1.0% |

Next part; the last 6 above are carried over.
| Compound | p53ts 32C kill | p53ts 39C tox | Imprint erasure | IkB sig inh |
| --- | --- | --- | --- | --- |
| Cc1ccc(OCCSc2nnc(-c3cccs3)n2C)cc1 | 8% | 18% | . | . |
| Cc1ccc(CNC(=O)c2nnc(Cc3ccc(Cl)cc3)o2)cc1 | 2% | -25% | 7%[10.9 µM] | 1.3% |
| O=C(CCC(=O)N1CC2CCCN2c2ccccc21)NCc1ccc(F)cc1 (stereo not drawn) | 3% | 2% | -9%[10.9 µM] | ? |
| COCCCNC(=O)C1CCN(c2nnc(-n3cccc3CNc3ccc(C)cc3)s2)CC1 | -5% | -19% | -13%[10.9 µM] | ? |
| Cc1cc(=O)oc2cc(OCC(=O)OCC(=O)N3CCc4ccccc43)ccc12 | -6% | 10% | 0% | 0.7% |
| CCCN1Cc2cccc(C(=O)Nc3cc(OC)cc(OC)c3)c2C1=O | 15% | 16% | -8% | -1.0% |
| CC(=O)C1=C(O)C(=O)N(Cc2cccnc2)C1c1ccc(Cl)cc1 (stereo not drawn) | -14% | -3% | . | . |
| CC1CCCCC1NC(=O)CCCc1nc2ccccc2c(=O)[nH]1 (stereo not drawn) | 1% | -6% | 12% | -1.3% |
| O=C(c1cccs1)N1CCN(Cc2ccc3c(c2)OCO3)CC1 | 0% | 5% | . | . |
| Cc1ccc(-c2noc(CSc3nnnn3-c3ccccc3)n2)cc1 | -9% | 4% | -22% | 0.4% |
| COc1cccc([C@@H]2Oc3ccc(OC)cc3/C(=N/O[C@@H](C)CN3CCCc4nc(C)c(C)cc43)[C@@H]2O)c1 | -7%[9.22 µM] | 2%[9.22 µM] | . | . |
| O=C(NCc1cccs1)c1nc2c(nnn2Cc2ccc(F)cc2)c(=O)[nH]1 | -9% | -4% | -7% | 0.3% |
| CSc1cccc(NC(=O)CN2C(=O)COc3ccc(S(=O)(=O)N4CCC(C)CC4)cc32)c1 | 21% | 2% | -16%[10.9 µM] | ? |
| NC(=O)C1(N2CCCCC2)CCN(C(=O)c2ccc(-n3cnnn3)cc2)CC1 | -16% | -9% | -2% | -0.7% |
| CC(C)(C)CC(C)(C)NC(=O)CSCC(=O)Nc1ccc2ccccc2c1 | ? | -29% | . | . |
| COc1ccc(N(CC(=O)NCc2ccccc2Cl)S(=O)(=O)c2c(C)nn(C)c2C)cc1 | 20% | 7% | 20%[10.9 µM] | 4.2% |
| CCCCNC(=O)CS(=O)Cc1nc(-c2cccc(Cl)c2)oc1C (stereo not drawn) | -1% | 3% | -16% | 2.0% |
| CCn1c(CNC(=O)c2cccc(C)c2)nc2ccccc21 | 5% | 12% | -13% | 4.7% |
| COc1cc(Cl)c(C)cc1NC(=O)CSc1nnc(-c2ccccn2)n1Cc1ccco1 | 8% | 0% | -8% | -0.3% |
| CCOc1ccc(CNCc2c(C(=O)O)n(Cc3ccc(C)cc3)c3cc(C)ccc23)cc1 | 9% | ? | 24%[10.9 µM] | ? |
| COc1ccc(Nc2cc(C(=O)NCCc3ccc(C)cc3)c3ccccc3n2)c(OC)c1 | -11% | 7% | -4%[10.9 µM] | ? |
| COc1ccc(-c2cc3ccc(O)c(CN4CCOCC4)c3oc2=O)cc1 | -5% | ? | -14%[10.9 µM] | 4.1% |
| O=C(Nc1nc(-c2cccs2)cs1)c1ccc(S(=O)(=O)N2CCCC2)cc1 | 4% | -17% | -15% | ? |
| COc1ccc(C2C(C(=O)c3sc(C)nc3C)=C(O)C(=O)N2CCN2CCOCC2)cc1 (stereo not drawn) | 1% | 6% | -9% | 3.1% |
| COc1ccc(CN(C(=O)CNC(=O)c2ccco2)C(C(=O)NC2CCCC2)c2ccco2)cc1 (stereo not drawn) | 11% | 1% | . | 0.1% |
| Cc1ccc(C2c3c(-c4ccccc4O)n[nH]c3C(=O)N2CCc2ccccc2)cc1 (stereo not drawn) | 13µM* | 32µM* | -23%[10.9 µM] | ? |
| Cc1ccc2c(CC(=O)OCn3nnc4ccccc4c3=O)coc2c1 | 2% | 23% | -6% | 1.6% |
| Cc1ccc2c(=O)c(C(=O)c3ccc(F)cc3)cn(CC(=O)Nc3ccc4c(c3)OCCO4)c2n1 | 12% | -5% | 9%[10.9 µM] | ? |
| CC1CN(C(=O)c2cc(F)c(F)cc2Cl)CC(C)O1 (stereo not drawn) | -5% | 4% | -17% | 3.4% |
| CN(Cc1ccccc1)S(=O)(=O)c1ccc2[nH]c3c(c2c1)CCCCC3 | 48%[activator] | 7% | 8%[10.9 µM] | ? |
| COCCOC(=O)C(C#N)c1nc2ccccc2nc1N1CCN(Cc2ccccc2)CC1 (stereo not drawn) | -4% | 7% | -4% | 0.6% |
| O=C1CSC2(C(=O)N(Cc3cccc(F)c3)c3ccccc32)N1c1cccc(C(F)(F)F)c1 (stereo not drawn) | 8% | -2% | -6%[10.9 µM] | ? |
| CCC(=O)N1CCc2cc(S(=O)(=O)CCC(=O)N3CCN(c4cc(C)ccc4C)CC3)ccc21 | -1% | 19% | -11%[10.9 µM] | -0.1% |
| O=S(=O)(NCCSc1nnnn1-c1ccccc1)c1cccs1 | -1% | 5% | -18% | -3.7% |
| CCc1nnc(NC(=O)CSc2nnc(CNc3cccc(C)c3)n2-c2ccccc2)s1 | 2% | 9% | 3% | -1.0% |
| O=C(Nc1cccnc1)c1cc2c(ccc3ccccc32)o1 | -30% | ? | -50%[inhibitor] | ? |
| CC(C)c1nc2oc3c(NCC4CCCO4)ncnc3c2c2c1CCC2 (stereo not drawn) | 10% | 18% | 20% | -2.8% |
| CC(=O)c1ccc(NC(=O)CSc2cn(CC(=O)N3CCCCCC3)c3ccccc23)cc1 | 6% | 2% | -17%[10.9 µM] | ? |
| COc1ccc(-c2noc(COc3ccc4c(c3)OCO4)n2)cc1 | -9% | 0% | -3% | 1.7% |
| COc1ccc2c(c1)cc1n2CCN2CCCN=C12 | -2% | 1% | -6% | -0.4% |
| CCOc1ccccc1CNCCSc1nnnn1C | 4% | -21% | -8%[10.9 µM] | -0.8% |
| Cc1oc(C)c2c(=O)ccc3c(c12)OC(N)=C(C#N)C3c1ccc(F)cc1 (stereo not drawn) | 4% | 6% | -1% | 7.2% |
| Cc1cc(=O)n2nc(N3CCC(C(=O)Nc4ccc(C(C)C)cc4)CC3)sc2n1 | -8% | 18% | -10%[10.9 µM] | ? |
| CCCCCCCCCCCCC(=O)N1CCCC[C@H]1CNC(=O)[C@@H](N)CCCCN | -7% | 32µM* | -35%[inhibitor] | 0.0% |
| COc1cccc(N=Cc2ccc(O)cc2O)c1 | 0% | -6% | -14% | 6.9% |
| COc1cccc(C(c2sc3nc(-c4ccco4)nn3c2O)N2CCC(C)CC2)c1 (stereo not drawn) | 0% | 25% | 7%[10.9 µM] | 0.5% |
| O=C(NC1CCS(=O)(=O)C1)c1cn(-c2ccccc2)nc1-c1ccccc1 (stereo not drawn) | -11% | -17% | -5% | 0.1% |
| CCc1c(C)c2ccc(O)c(CN3CCN(c4cc(Cl)ccc4C)CC3)c2oc1=O | -22% | -29% | 18%[10.9 µM] | -1.7% |
| COC(=O)CC1NCCNC1=O (stereo not drawn) | 3% | -7% | -2% | -0.5% |
| Clc1cccc(-n2ncc3c(Nc4ccc5c(c4)OCCO5)ncnc32)c1 | -11% | ? | -11%[10.9 µM] | ? |
| N#CNC(N)=Nc1cccc(Cl)c1 | -5% | -5% | -9% | 1.1% |
| COc1ccc(-c2noc(CN3CCOCC3)n2)cc1OC | -9% | -1% | 1% | -0.4% |
| Cn1c(=O)c(C(=O)NC2CCCCCCC2)c(O)c2ccccc21 | -3% | -12% | -3% | 0.4% |
| COc1ccc(C2C=C(c3ccc(Cl)cc3)Nc3nc(-c4ccc(Cl)cc4)nn32)cc1 (stereo not drawn) | -18% | -28% | -10%[10.9 µM] | ? |
| CC(=O)Oc1c(S(=O)(=O)c2ccc(C)cc2)c(C)nn1C(C)(C)C | -5% | 5% | -14% | ? |
